# Source: PubChem
# PAFAH1B3 inh: PAFAH1B3 enzyme inhibitors, primary screen, biochemical, fluorescence polarization, human; recombinant PAFAH1B3, FP-rhodamine probe; Platelet-activating factor acetylhydrolase IB subunit alpha1 (Homo sapiens), Q15102; inhibition, % at 3.39 µM; hit rate 0.28% among 340,000;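 active = inhibition above the screen-wide average of all tested compounds plus 3 SD, cut at about 25% in these data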;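 also: 0% = enzyme with DMSO only and 100% = wells lacking PAFAH1B3 protein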
# Target sequence (Q15102 whole entry, looked up): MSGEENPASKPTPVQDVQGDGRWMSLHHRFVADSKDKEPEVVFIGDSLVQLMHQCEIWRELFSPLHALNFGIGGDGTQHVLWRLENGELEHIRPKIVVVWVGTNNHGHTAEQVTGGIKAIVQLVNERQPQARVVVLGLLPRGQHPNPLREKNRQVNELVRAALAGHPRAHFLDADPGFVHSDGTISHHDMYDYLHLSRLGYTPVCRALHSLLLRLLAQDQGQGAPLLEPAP
# GSTO1 inh: inhibitors of recombinant GSTO1, primary screen, counter-screen for RBBP9 inhibitor project, biochemical, fluorescence polarization | Glutathione S-transferase omega-1 (Homo sapiens), P78417 | activity-based probe fluorescence polarization | inhibition, % at 5.96 µM | hit rate 1.1% among 300,000 | AID 1974, 2009;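 active = inhibition above the campaign mean inhibition plus 3 SD, cut at about 35% in these data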;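 also: 0% = GSTO1-1 with DMSO and 100% = wells lacking GSTO1-1 enzyme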
# pPAFAH inh: pPAFAH enzyme inhibitors, primary screen, biochemical, fluorescence polarization, human; inhibition, % at 3.39 µM; recombinant pPAFAH, FP-rhodamine probe fluorescence polarization; hit rate 1.5% among 330,000; Platelet-activating factor acetylhydrolase (Homo sapiens), Q13093;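 active = inhibition above the mean inhibition across the screen plus 3 SD, cut at about 25% in these data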;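 also: inhibitors block binding of the rhodamine activity-based probe so polarization drops; 0% = enzyme with DMSO and 100% = wells lacking pPAFAH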
# LYPLA2 counter: LYPLA2 inhibitors, primary screen, counter-screen for PME1 inhibitor project, biochemical, fluorescence polarization, FP-Rh probe ABPP; Acyl-protein thioesterase 2 (Homo sapiens), O95372; recombinant LYPLA2; inhibition, % at 5.9 µM; hit rate 0.38% among 320,000;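 active = inhibition above the screen-wide mean plus 3 SD, limit set per campaign, cut at about 26% in these data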;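 also: 0% = LYPLA2 with DMSO and 100% = wells lacking LYPLA2 enzyme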
# PAFAH1B2 FP inh: PAFAH1B2 enzyme inhibitors, primary screen, biochemical, fluorescence polarization, human; Platelet-activating factor acetylhydrolase IB subunit alpha2 (Homo sapiens), P68402; recombinant PAFAH1B2, FP-rhodamine activity probe; inhibition, % at 3.39 µM; hit rate 1.2% among 340,000; AID 492953, 2010;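 active = inhibition above the mean of all tested compounds plus 3 SD, cut at about 24% in these data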;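 also: 0% = enzyme with DMSO and 100% = wells lacking PAFAH1B2; many of its hits are not listed in these tables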
# Target sequence (P68402 whole entry, looked up): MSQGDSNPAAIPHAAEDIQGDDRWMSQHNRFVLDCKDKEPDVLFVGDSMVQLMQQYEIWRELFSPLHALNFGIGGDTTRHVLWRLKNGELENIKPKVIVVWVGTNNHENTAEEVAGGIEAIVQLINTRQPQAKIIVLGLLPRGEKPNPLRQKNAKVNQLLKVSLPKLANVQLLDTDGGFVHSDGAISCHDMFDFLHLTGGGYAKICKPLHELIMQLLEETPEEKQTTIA
# PME-1 inh: PME-1 inhibitors via competitive probe labeling, primary screen, biochemical, fluorescence polarization, FP-Rh probe, HTS; Protein phosphatase methylesterase 1 (Homo sapiens), Q9Y570; recombinant PME-1; inhibition, % at 5.9 µM; hit rate 0.53% among 320,000; AID 2130, 2009;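 active = inhibition above the campaign mean of all compounds plus 3 SD, cut at about 26% in these data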;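 also: competitive labeling of PME-1 active site by serine hydrolase directed probe; 0% = PME-1 with DMSO and 100% = wells lacking PME-1 enzyme; inhibitors block probe labeling so polarization falls and inhibition rises; many of its hits are not listed in these tables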
# Target sequence (Q9Y570 whole entry, looked up): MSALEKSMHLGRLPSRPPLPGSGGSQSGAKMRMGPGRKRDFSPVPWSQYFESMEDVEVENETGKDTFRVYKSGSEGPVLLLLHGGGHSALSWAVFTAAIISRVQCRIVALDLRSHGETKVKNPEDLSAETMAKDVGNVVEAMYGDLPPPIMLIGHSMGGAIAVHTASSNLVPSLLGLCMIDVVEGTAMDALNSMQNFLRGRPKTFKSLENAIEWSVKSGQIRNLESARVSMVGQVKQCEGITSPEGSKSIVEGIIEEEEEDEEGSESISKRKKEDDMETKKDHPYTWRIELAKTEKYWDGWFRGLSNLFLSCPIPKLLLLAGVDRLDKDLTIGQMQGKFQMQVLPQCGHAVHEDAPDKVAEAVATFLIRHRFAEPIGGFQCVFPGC
# LYPLA1 inh: LYPLA1 inhibitors, primary screen, counter-screen for PME1 inhibitor project, biochemical, fluorescence polarization, FP-Rh probe ABPP | inhibition, % at 5.9 µM | hit rate 0.16% among 320,000 | recombinant LYPLA1;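 active = inhibition above the mean of all tested compounds plus 3 SD, set per campaign, cut at about 14% in these data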;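 also: inhibitors block serine hydrolase probe labeling of LYPLA1 so polarization falls; 0% = enzyme with DMSO and 100% = wells lacking LYPLA1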
# Target sequence (O75608 whole entry, looked up): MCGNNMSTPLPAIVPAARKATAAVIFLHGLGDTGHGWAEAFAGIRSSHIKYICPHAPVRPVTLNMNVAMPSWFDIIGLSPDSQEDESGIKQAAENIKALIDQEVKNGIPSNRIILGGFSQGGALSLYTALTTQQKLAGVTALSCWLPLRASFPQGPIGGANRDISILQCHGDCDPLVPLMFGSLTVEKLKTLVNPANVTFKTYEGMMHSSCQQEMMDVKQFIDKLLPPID
# PAFAH2 FP inh: PAFAH2 enzyme inhibitors, primary screen, biochemical, fluorescence polarization, human; hit rate 0.99% among 340,000; inhibition, % at 3.39 µM; recombinant PAFAH2, FP-rhodamine activity probe;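 active = inhibition above the mean over all tested compounds plus 3 SD, cut at about 30% in these data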;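 also: inhibitors block probe labeling of enzyme so polarization drops; 0% = enzyme with DMSO and 100% = wells lacking PAFAH2 protein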
# PAD4 inh: human PAD4 inhibitors, primary screen, biochemical, fluorescence polarization, 1536-well format; Protein-arginine deiminase type-4 (Homo sapiens), Q9UM07; recombinant PAD4, RCA probe fluorescence polarization; inhibition, % at 6.36 µM; hit rate 0.41% among 330,000;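 active = percent inhibition above a cutoff equal to the mean of all tested compounds plus 3 SD, cut at about 15% in these data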;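 also: 0% = PAD4 with RCA probe and DMSO and 100% = probe without PAD4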
# An asterisk follows results filed as active; . = no result given.
# Below each SMILES – LYPLA2 counter, GSTO1 inh, PAFAH1B3 inh, PAFAH1B2 FP inh, PME-1 inh, LYPLA1 inh, PAFAH2 FP inh, pPAFAH inh, PAD4 inh
- O=C(Nc1ccncc1)c1ccccc1-c1ccccc1
    -6.8, -1.5, 5.5, 4.5, -0.3, -2.6, 1.9, -2.8, -4.4
- O=C(Nc1ccc(Cl)c(Cl)c1)N(CCCN1CCOCC1)Cc1cccnc1
    5.2, -3.7, 3.5, -1.3, 1.0, 2.6, 1.6, 1.6, -6.7
- O=C(CSc1n[nH]c(-c2ccccc2)n1)Nc1ccc(N2CCOCC2)cc1
    2.6, 24.6, 0.4, 2.3, -4.7, -1.1, -0.7, -4.2, -4.5
- Cc1cc(C)c(S(=O)(=O)N2CCOC2CNC(=O)C(=O)NCCN2CCOCC2)c(C)c1 (configuration not stated)
    -0.9, -0.3, 1.5, -5.4, 0.1, 0.0, 1.2, -6.7, -6.5
- Cc1ccc(-c2csc(NC(=O)CN3CCOCC3)n2)cc1C
    -1.1, -1.7, -0.6, 2.0, -2.0, 0.2, 3.7, 1.6, -1.3
- C=CCn1cnc2c(c1=O)c1nc3ccccc3nc1n2/N=C/c1cc(OC)c(OC)c(OC)c1
    -5.0, -7.0, -7.7, -3.5, -5.9, -2.4, -8.1, 0.8, 0.6
- Cc1cccc(/C(N)=N/OC(=O)CCCN2C(=O)c3ccccc3C2=O)c1
    3.8, 4.1, 3.5, 9.4, 0.8, 4.0, -1.4, 1.4, -1.2
- CCc1ccc(C(=O)CSc2nnc(C3CC3)n2C2CC2)cc1
    -0.1, ., 3.4, 0.3, 0.9, -2.6, 3.9, 7.8, -2.2
- CCOC(=O)c1c(C)nc2cc(C)cc(C)n12
    7.2, 8.4, 1.1, 4.5, -3.9, -1.3, 7.1, 1.5, 5.2
- CCOC(=O)c1nnn(-c2nonc2N)c1CNc1ccccc1
    5.2, -4.1, 5.3, 5.6, 7.8, 2.0, 7.7, 0.1, 1.7
- CN(Cc1c(C(=O)N/N=C/c2cccc(O)c2)nnn1-c1nonc1N)c1ccccc1
    -9.6, -9.0, -3.4, 0.9, 8.5, -7.5, -8.7, -1.9, -3.6
- CC(=O)Nc1sc(NC(=O)c2ccco2)nc1-c1cccs1
    2.7, 8.4, 2.8, 3.4, 3.3, -1.4, -8.1, 4.0, 2.5
- CCN(CC(=O)Nc1ccccc1C(F)(F)F)C(=O)c1cc(-c2ccccc2)nn1-c1ccccc1
    -4.6, -0.4, 3.3, 5.3, 0.4, -3.0, 5.3, 5.0, -4.0
- Cc1ccc(-n2ncc3c2CCCC3NC(=O)CCc2cnccn2)cc1C (configuration not stated)
    1.4, -0.1, 2.1, 1.8, 9.0, -0.9, 6.6, 11.2, -6.7
- CCc1nnc(NC(=O)c2sc3nc4cc(C)ccc4cc3c2N)s1
    -6.5, -4.9, 27.3*, 18.6, 32.0*, 1.1, 12.1, 3.2, -6.0
- Cc1cc(Cl)c2oc(C(=O)NCCC3CCCCO3)c(C)c2c1 (configuration not stated)
    2.0, 3.3, 3.8, 2.0, -1.8, -2.7, 2.6, 5.2, 1.3
- Cc1ccc(Sc2ncnc(N)c2[N+](=O)[O-])cc1
    0.2, 7.2, 1.6, -2.6, -3.5, -5.7, 0.6, -0.5, 1.7
- CC(=O)c1cn(CCC(C)C)c(=O)[nH]c1=O
    -0.7, -0.2, 2.1, 4.1, -2.2, 0.3, 5.3, 5.0, 3.9
- Cc1cc(C)c(CN2CCC(n3nccc3NC(=O)CCOc3ccccc3)CC2)cc1C
    2.6, -4.0, 2.8, -2.0, 5.4, 5.9, -1.3, 6.1, -5.4
- CCOC(=O)N1CCN(C(=O)c2ccc(N(Cc3ccc(Cl)cc3)S(C)(=O)=O)cc2)CC1
    -1.1, -1.4, 8.2, 0.9, 9.4, -3.3, 5.6, -1.0, 3.9
- N=c1c(S(=O)(=O)c2ccc(Cl)cc2)cc2c(=O)n3ccccc3nc2n1Cc1ccco1
    -2.7, -4.2, -1.6, 1.0, 6.7, -6.0, 4.0, 20.6, -6.3
- CCn1cc(C(=O)N[C@@H](CCSC)C(=O)NCCO)c(=O)c2cc3c(cc21)OCO3
    -0.8, -2.2, -0.7, 0.1, -0.4, 0.0, -1.3, 8.2, -1.9
- CCOc1ccc(N(C(=O)c2ccc3c(c2)OCO3)C2C=CS(=O)(=O)C2)cc1 (configuration not stated)
    -1.6, 1.9, 8.3, 1.0, 3.1, -1.9, -0.1, 8.2, 1.9
- CC(=O)Nc1ccc(S(=O)(=O)Oc2ccc(/C=C3\SC(N)=NC3=O)cc2)cc1
    -59.3, -54.7, -48.9, -24.6, -55.2, -25.4, -56.5, -17.1, -4.2
- CCC1CCCCN1CCCNC(=O)c1cn(C)c2ccc(S(=O)(=O)N(C)C3CCCCC3)cc2c1=O (configuration not stated)
    2.6, -12.4, -3.8, -3.1, 7.2, -0.5, -4.0, 0.8, -2.9
- Cc1ccc(S(=O)(=O)NCc2ccc(C(=O)NCCc3ccc(S(N)(=O)=O)cc3)cc2)cc1
    -8.7, -5.0, -2.9, 4.6, 0.3, -7.3, -3.3, 0.8, -4.9
- Cc1nc2ccn(Cc3ccccc3)c(=O)c2cc1C(=O)N1CCN(c2ccc(F)cc2)CC1
    -8.2, 3.1, 5.0, 3.7, -0.1, -2.5, 4.4, 0.4, 3.8
- Cc1cccc2sc(N(CCCN(C)C)C(=O)CCS(=O)(=O)c3ccccc3)nc12
    -2.1, -1.5, 2.4, -0.8, 0.3, 1.7, 1.3, -3.4, 1.1
- O=C(NCC1COc2ccccc2O1)c1ccc(Cl)cc1 (configuration not stated)
    -4.7, -2.0, -1.3, 3.8, -0.7, -1.6, -10.9, 4.5, -2.0
- CCOc1ccc(CCNC(=O)Nc2ccccc2)cc1OCC
    10.9, -1.0, 1.4, 3.4, 5.3, 0.6, 10.4, 0.0, 3.0
- O=C(NCCCCNC(=O)c1ccccc1Br)c1ccccc1Br
    2.1, 1.1, ., ., -2.8, -1.4, ., 3.8, -0.2
- Cc1cc(C)c(S(=O)(=O)Cc2ccccc2)c(OC(C)C)n1
    10.7, -2.0, -2.2, 0.8, 7.0, 3.0, 0.5, 3.6, 1.9
- CN(C)c1cccc(C(=O)N(C)C2CCCN(Cc3ccccc3F)C2)c1 (configuration not stated)
    0.5, 7.3, 13.6, 2.5, 0.6, 1.6, 11.2, 4.9, 1.6
- Cn1nc(C(=O)N2CCN(c3ccc([N+](=O)[O-])cc3)CC2)c2c1-c1ccccc1S(=O)(=O)C2
    6.7, -2.2, 8.5, 4.7, 1.8, 0.0, -2.4, -1.3, 2.5
- Cc1c(C(=O)Nc2ccc3c(c2)OCCO3)sc2nc(-c3ccccc3)cn12
    -25.4, -19.9, 4.6, -1.3, -30.1, -17.3, -1.5, 8.2, -4.5
- CCOc1ccc(N(CC(=O)N2CCN(c3ccccc3)CC2)S(=O)(=O)c2c(C)noc2C)cc1
    3.2, 2.5, 6.2, 2.2, -0.1, -1.1, -2.7, 3.8, 3.0
- COc1cc(CN2CC(C)CC(C)C2)cc([N+](=O)[O-])c1O (configuration not stated)
    -2.9, 0.3, 2.5, -2.4, -5.7, -4.5, 6.8, 5.2, -4.0
- O=C(COc1ccccc1)Nc1nnc(-c2ccccc2)o1
    11.8, -2.0, 8.7, 1.1, -2.6, 1.1, 1.4, 12.7, 7.0
- C=CCn1nnnc1SCC(=O)Nc1cccc(C(F)(F)F)c1
    -0.4, 5.9, 8.0, -8.9, -6.0, 0.5, 1.6, -0.1, -2.9
- COC(=O)c1ccc(OC(=O)CCN2C(=O)C3CCCCC3C2=O)cc1 (configuration not stated)
    1.7, 4.6, 5.0, 1.1, 1.6, -5.2, 1.2, 1.9, -2.6
- O=C(NCCc1ccccc1)C(=O)NCC1CCCN1S(=O)(=O)c1ccccc1 (configuration not stated)
    5.3, 1.1, 2.4, 7.4, 3.4, 0.9, 0.6, 2.9, -2.9
- Cc1cc(C)c2c(=O)[nH]c(SCc3ccccc3C)nc2n1
    6.3, 0.3, 9.3, 0.6, -5.2, -0.4, 8.2, -3.6, -7.4
- COc1ccc(N2C(=O)c3cc4ccccc4cc3C2=O)cc1
    -2.5, -8.5, 3.0, 2.0, -6.8, -0.5, -5.1, 4.2, 3.7
- Cc1cc(C)[n+](Cc2ccccc2)cc1C(N)=O
    -4.5, -10.5, -5.0, 1.9, 0.9, -2.8, 1.0, 3.4, -5.3
- C=CCn1c(SCC(=O)NCC(c2ccccc2)N(C)C)nnc1C1CCCCC1 (configuration not stated)
    -3.5, ., 2.3, 7.6, 0.7, -0.2, -3.7, -2.7, -0.8
- CCC(=O)OCc1cc(=O)oc2ccc3ccccc3c12
    -1.3, 3.1, 0.6, -3.6, 7.3, -2.4, -7.4, 9.4, -3.6
- O=C(Nc1ccnn1C1CCN(C(=O)c2ccc(Cl)cc2)CC1)C1CC1
    3.4, 3.1, 8.5, 0.6, 6.5, 3.5, 3.0, 2.2, 3.0
- Fc1ccc(OCc2nnc(SCCN3CCOCC3)o2)cc1
    2.0, -1.5, 4.5, 8.3, -4.8, -0.9, 2.0, 4.4, 0.9
- CC(CNC(=O)CCn1c(=O)c2cccn2c2ccc(F)cc21)c1ccccc1 (configuration not stated)
    5.1, 4.8, 7.3, 5.8, 3.3, -2.6, 2.1, -1.2, 2.7
- OC(COc1ccc(CN2CCSCC2)cc1)CN1CCCCC1 (configuration not stated)
    0.7, -4.5, -0.4, 4.0, 0.6, 4.5, -2.6, -0.2, -2.7
- COC(=O)c1sc(NC(=O)/C=C/c2ccccc2Cl)nc1C
    -12.4, -4.6, -3.6, 3.9, -8.5, -3.5, 7.7, -2.0, 1.2
- Cc1onc(-c2c(Cl)cccc2Cl)c1C(=O)c1c[nH]c(C(=O)NCC2CCCO2)c1 (configuration not stated)
    10.8, 3.0, -2.6, -0.2, -0.1, 2.9, 3.5, 0.7, 3.9
- Cc1ccnc(N/C=C(/NC(=O)c2ccccc2)C(=O)NN)n1
    -5.1, 7.8, 0.9, 0.3, 0.3, -0.1, 6.8, -0.9, -9.2
- CC1CCN(CCCNC(=O)C2CC(=O)N(CCc3ccccc3)C2)CC1 (configuration not stated)
    11.6, -1.4, -0.7, 1.1, 1.1, 0.8, -5.1, 2.8, 3.9
- O=C(Nc1ccccc1)NC1CCN(CCCN2C(=O)c3ccccc3C2=O)CC1
    3.5, 3.5, 3.5, -2.0, 4.9, 0.8, 8.7, 5.0, 0.7
- c1ccc(CNc2ncnc3sc4c(c23)CCCC4)nc1
    -1.1, 5.8, 8.2, -0.3, 1.4, 0.0, -3.9, 1.4, 0.0
- CCO[C@@H]1OC(C(=O)N2CCOCC2)=C[C@H](C)[C@H]1CCCO
    6.3, 0.2, -0.8, 3.9, 3.3, 0.5, -5.5, -1.4, -4.2
- O=C(Nc1ccccc1)c1ccccc1OCc1cccc([N+](=O)[O-])c1
    -4.5, 11.5, -5.0, -4.6, -8.7, -4.3, 4.3, 4.3, 5.0

# Some of the compounds tested; the hit share may differ from the screen's.
